Screens: PubChem BioAssay, several laboratories
Arr AP2 block: inhibitors of human beta-arrestin and AP2 interaction; FITC-arrestin peptide / GST-AP2 beads, flow cytometry; AP2 beta2 appendage carries R879A mutation; inhibition, % at 10 µM; actives 0.31% (n = 340,000); AID 504490;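 active means inhibition above a set limit, near 3 SD of compounds lacking own fluorescence, cut at about 54% in these data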;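 further: plate controls were DMSO wells for no effect and 5 µM unlabelled arrestin peptide for full effect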
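System: GST-AP2 R879A glutathione beads; medium: PBS, Tween 20 0.05%, BSA 0.1%; reagent: fluorescein-tagged arrestin peptide at 50 nM final; schedule: pre-incubation 12 min, peptide binding 1 h, room temperature; detection: flow cytometry, FL1 (488/535 nm); read-out: inhibition as reduced fluorescein signal on beads, percent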
PKA-R1A activ: activators of PKA-R1A complex | P00514+P68181 | PKA-R1A dissociation, Cy5-IP20 fluorescence polarization; scaled: DMSO 0%, 113 µM cGMP 100% | activation, % at 11.4 µM | actives 0.083% (n = 340,000);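 active means percent activation above the mean of all tested compounds plus 3 SD, cut at about 19% in these data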;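 further: higher means more PKAc released from R1A so a rise in polarization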
DSG3 Ab inh: inhibitors of pemphigus antibody binding to human desmoglein-3; actives 0.48% (n = 310,000); AID 588358; binding (percent of control), % at 10 µM; P32926; DSG3-coupled beads, scFv-anti-DSG3-GFP binding, flow cytometry; active compounds read low;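 active means binding more than 3 SD below its plate's average and above zero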;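 further: hits lower antibody fragment binding to DSG3; some compounds called inactive have numbers as strong as hits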
Target sequence (P32926 whole entry, looked up, the tested form may be a part): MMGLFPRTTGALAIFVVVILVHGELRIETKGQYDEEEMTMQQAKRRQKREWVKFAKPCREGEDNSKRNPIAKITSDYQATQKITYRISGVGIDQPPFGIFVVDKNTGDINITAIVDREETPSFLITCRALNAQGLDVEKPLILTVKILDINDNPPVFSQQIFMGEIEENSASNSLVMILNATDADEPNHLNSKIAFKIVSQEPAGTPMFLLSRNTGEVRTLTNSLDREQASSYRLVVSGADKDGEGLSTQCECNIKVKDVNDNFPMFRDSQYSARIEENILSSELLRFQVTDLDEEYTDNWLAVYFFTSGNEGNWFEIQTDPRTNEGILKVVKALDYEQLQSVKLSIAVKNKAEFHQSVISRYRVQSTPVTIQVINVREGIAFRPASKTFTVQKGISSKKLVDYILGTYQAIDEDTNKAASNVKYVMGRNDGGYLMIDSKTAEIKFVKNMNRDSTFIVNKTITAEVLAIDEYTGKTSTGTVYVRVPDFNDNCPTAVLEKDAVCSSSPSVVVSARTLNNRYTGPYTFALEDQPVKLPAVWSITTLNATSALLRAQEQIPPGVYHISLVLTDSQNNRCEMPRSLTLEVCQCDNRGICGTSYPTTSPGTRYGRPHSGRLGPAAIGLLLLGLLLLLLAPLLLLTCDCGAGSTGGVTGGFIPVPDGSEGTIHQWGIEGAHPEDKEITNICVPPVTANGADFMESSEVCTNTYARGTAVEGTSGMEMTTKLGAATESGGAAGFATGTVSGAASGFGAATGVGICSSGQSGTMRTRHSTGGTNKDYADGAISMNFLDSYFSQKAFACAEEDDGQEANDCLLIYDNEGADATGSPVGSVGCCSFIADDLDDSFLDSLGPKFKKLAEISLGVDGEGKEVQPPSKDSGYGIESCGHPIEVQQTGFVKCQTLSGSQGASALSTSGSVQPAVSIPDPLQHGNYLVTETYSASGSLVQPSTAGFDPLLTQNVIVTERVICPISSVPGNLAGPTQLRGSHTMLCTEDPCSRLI
phage Ecoli inh: E. coli growth loss with phage present; growth absorbance; inhibition, % at 11.9 µM; actives 0.26% (n = 360,000); AID 651602; in the data active means inhibition above about 11%
OPRM1-OPRD1 inv: inverse agonist of human OPRM1-OPRD1 heterodimerization; P35372+P41143; cell-based MOR-DOR heterodimer luminescence, inverse agonism; inhibition, % at 9.3 µM; actives 0.21% (n = 340,000); AID 504357; in the data active means inhibition above about 22%, passing the limit was not always enough;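 further: 0% = cells with DMSO and 100% = wells without cells with DMSO; values of inactives mirror those of a sister screen read the other way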
Mot1-301 SUMO: blocks SUMOylation pathway, rescuing yeast Mot1-301 growth | S. cerevisiae Mot1-301 growth rescue, ATP luminescence, 38.5C; percent above DMSO median, 100 means doubled | growth rescue, % at 18.8 µM | actives 1% (n = 320,000) | AID 2716;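 active means every valid replicate shows activation above 250% relative to neutral control wells; inactive means the rest, any valid replicate at or below 250%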;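 further: OY570 slx delta 5 strain wells were the positive control but not used for scaling; some compounds called inactive have numbers as strong as hits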
MOR-DOR ag: OPRM1-OPRD1 heterodimerization agonism | cells, luminescence | actives 0.3% (n = 340,000) | P35372+P41143 | activation, % at 9.3 µM; in the data active means activation above about 18%;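 further: 0% = vehicle-treated cells and 100% = reference agonist; values of inactives mirror those of a sister screen read the other way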
PfHsp90 set2: growth inhibition of yeast expressing Plasmodium Hsp90; inhibition, % at 9.4 µM; S. cerevisiae expressing PfHsp90, BacTiter-Glo ATP, 48 h; yeast lacking PDR1 and PDR3 efflux regulators; actives 0.32% (n = 310,000);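 active means every replicate shows inhibition above about 80%, whatever the replicate mean, limit read from the data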;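 further: 0% = DMSO neutral controls and 100% = 20 µM radicicol positive controls; yeast relying on Plasmodium falciparum Hsp90 in place of its own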
AddAB inh: less growth of phage-infected E. coli with AddAB. E. coli expressing H. pylori AddAB, absorbance growth. AID 435030. inhibition, % at 11.9 µM. actives 0.29% (n = 330,000); in the data active means inhibition above about 12%;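 further: 0% = vehicle wells of infected cells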
Tat transport: E. coli Tat transport inhibition; inhibition, % at 10 µM; actives 0.036% (n = 340,000); E. coli MC4100 TorA-mCherry Tat export, fluorescence;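 active means mean replicate inhibition at least 50% and at least half of replicates individually reaching 50%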;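 further: exported cargo escapes ClpAP degradation while cytoplasmic cargo is degraded and loses fluorescence; 0% = median of neutral control wells and 100% = median of NaSCN control wells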
E coli growth: counter-screen for AddAB inhibitors: E. coli growth inhibition; E. coli V3065 growth, OD600 absorbance, 18 h; inhibition, % at 11.9 µM; actives 0.27% (n = 330,000); AID 449728;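 active means inhibition above the campaign's mean inhibition across all tested compounds plus 3 SD, cut at about 9.9% in these data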;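 further: uninfected addAB+ strain grown without phage in ampicillin broth; 0% = DMSO wells and 100% = ciprofloxacin 0.95 µg/ml wells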
Numbers without * were called inactive; x = no result given.

SMILES	Arr AP2 block	PKA-R1A activ	DSG3 Ab inh	phage Ecoli inh	OPRM1-OPRD1 inv	Mot1-301 SUMO	MOR-DOR ag	PfHsp90 set2	AddAB inh	Tat transport	E coli growth
COc1ccc(CCNS(=O)(=O)c2cccs2)cc1	5.1	-1.2	103.0	0.5	13.0	-23.7	-2.3	23.3	3.4	-1.0	-1.2
NC(=O)c1ccc(NC(=O)COC(=O)c2ccc(Cl)nc2)cc1	-2.7	-5.8	102.2	2.6	7.3	-12.2	-1.4	7.6	2.1	-1.0	2.5
Cc1ccc(S(=O)(=O)CCC(=O)NCc2ccccc2)cc1	-0.1	-6.1	85.9	3.0	4.2	6.3	-0.6	-26.4	-1.6	-3.3	1.4
O=C(CC1C(=O)NCCN1C(=O)c1ccc(F)cc1)OCc1ccccc1 (centres undefined)	1.4	2.6	x	-0.6	6.2	-11.7	-1.5	0.4	5.4	-4.4	-1.6
CCOc1ccccc1NC(=O)COC(=O)c1cccc(-c2ccc(OC(C)=O)cc2)c1	0.8	-5.1	105.1	2.0	-5.6	-8.9	1.1	-13.5	4.5	6.8	0.5
CC1CC(C)(C)CC2(C1)NC(=O)N(CC(=O)N(C)Cc1nc3ccccc3c(=O)[nH]1)C2=O (centres undefined)	-3.7	8.1	101.0	2.5	0.6	-2.7	-0.1	1.7	0.8	-1.9	1.6
COc1ccc(CNC(=O)CN2CCC(C(=O)c3ccc(OC)cc3)CC2)cc1	-1.2	-5.0	106.6	1.7	5.5	-0.6	-1.0	2.7	1.9	3.3	2.3
CC1CN(C(=S)SCCN2Cc3ccccc3C2=O)CC(C)O1 (centres undefined)	-8.8	2.4	96.0	2.5	4.7	-6.2	-0.7	32.2	1.1	-2.9	0.5
O=C(NCc1cccnc1)c1cccc(S(=O)(=O)Nc2cccc(Cl)c2)c1	-5.6	-8.8	106.3	2.0	4.8	-10.1	-1.2	-1.1	-0.1	-2.7	1.6
Cc1cc2c(=O)n(C)c(SCC(=O)Nc3cccc(F)c3)nc2s1	5.5	-5.9	94.5	5.7	6.6	16.2	-1.2	17.8	1.7	-2.4	-1.6
CC(=C1C(=O)c2ccccc2C1=O)N1CCN(c2ccccn2)CC1	7.1	2.5	100.6	1.8	6.2	-26.6	-1.4	-18.1	4.8	-0.3	1.8
CS(=O)(=O)Nc1ccc(C(=O)NCCSC2CCCCC2)cc1	1.4	-0.4	103.6	x	1.3	213.4	-0.2	-16.3	-0.2	4.8	0.2
O=C(O)c1cccc2sc3cc(Cl)ccc3c(=O)c12	3.6	-10.8	100.1	3.6	21.5	-1.1	-4.7	6.6	0.0	-6.5	-1.0
COC(=O)Cc1ccc(NC(=S)NC(C)(C)C)cc1	-7.6	-5.9	105.3	-1.0	-0.7	-20.9	0.1	5.8	0.6	-8.5	1.7
Cc1nn(-c2cccc(Cl)c2)c(Cl)c1/C=N/NC(=O)c1cccnc1	3.5	-3.7	112.7	4.5	14.9	-30.6	-3.2	-13.6	-2.1	-4.2	0.6
CCCCSc1ncc(C(=O)OCC)c(N)n1	18.5	6.7	96.9	3.5	2.9	17.0	-0.5	32.2	0.6	0.6	-2.1
O=C1CC(c2cccc(Cl)c2)CC(O)=C1C=NCCCO (centres undefined)	3.0	-6.6	x	0.0	11.6	-4.1	-1.9	-1.7	-1.4	-6.7	-1.5
O=C(NCCOC(=O)c1ccccc1)c1ccc([N+](=O)[O-])cc1	-2.2	-4.2	119.3	0.2	-6.6	37.7	1.4	13.4	0.3	0.4	0.9
CCCCN(Cc1cc2ccccc2[nH]c1=O)C(=O)c1ccccn1	-10.3	-4.0	99.3	2.7	9.9	-8.5	-1.7	-66.7	4.2	5.1	3.8
CC(=N)C1=C(O)CC(c2ccccc2)CC1=O (centres undefined)	-9.7	-4.2	122.8	-2.8	-4.1	-12.9	0.5	19.4	0.7	-7.4	-0.6
CCCc1cc(=O)[nH]c(SCC(=O)N2CCCC2=O)n1	31.7	-2.9	113.5	5.6	4.3	-2.1	-0.7	x	-1.4	-8.4	-0.6
COc1ccc(CNC(=O)CCS(=O)(=O)c2ccc3c(c2)CCN3C(C)=O)cc1	1.7	-0.3	90.3	0.2	9.7	36.1	-1.9	12.7	1.0	5.1	1.2
CCCc1nnc(NC(=O)CSc2ncn[nH]2)s1	7.8	4.5	113.7	3.1	10.0	103.8	-1.8	19.8	-0.8	-2.3	0.6
OCC(O)C1OC(Nc2ccc(Br)cc2)C(O)C1O (centres undefined)	-21.5	8.6	105.2	2.1	7.7	6.8	-1.6	0.8	3.3	-8.1	-0.8
CCN(CC(=O)Nc1ccccc1OC)C(=O)COc1ccc2ccccc2c1	8.1	-1.4	112.3	2.3	8.5	159.5	-1.6	8.6	0.8	2.8	2.2

Part of the list above in order of length of the SMILES, high to low.
SMILES	Arr AP2 block	PKA-R1A activ	DSG3 Ab inh	phage Ecoli inh	OPRM1-OPRD1 inv	Mot1-301 SUMO	MOR-DOR ag	PfHsp90 set2	AddAB inh	Tat transport	E coli growth
Cc1nn(-c2cccc(Cl)c2)c(Cl)c1/C=N/NC(=O)c1cccnc1	3.5	-3.7	112.7	4.5	14.9	-30.6	-3.2	-13.6	-2.1	-4.2	0.6
COC(=O)Cc1ccc(NC(=S)NC(C)(C)C)cc1	-7.6	-5.9	105.3	-1.0	-0.7	-20.9	0.1	5.8	0.6	-8.5	1.7
CC(=N)C1=C(O)CC(c2ccccc2)CC1=O (centres undefined)	-9.7	-4.2	122.8	-2.8	-4.1	-12.9	0.5	19.4	0.7	-7.4	-0.6

Later entries.
SMILES	Arr AP2 block	PKA-R1A activ	DSG3 Ab inh	phage Ecoli inh	OPRM1-OPRD1 inv	Mot1-301 SUMO	MOR-DOR ag	PfHsp90 set2	AddAB inh	Tat transport	E coli growth
Cc1ccc(S(=O)(=O)N2CCOC2CNC(=O)C(=O)NCCCc2ccccc2)cc1 (centres undefined)	14.6	-8.3	98.6	0.0	7.1	-1.0	-1.3	6.5	2.8	-11.5	1.4
CC(=O)NC(CC(=O)Nc1nc(-c2ccc(N(C)S(C)(=O)=O)cc2)cs1)c1ccccc1 (centres undefined)	-1.0	-5.8	107.8	-0.1	-21.7	-8.6	4.1	-9.4	2.8	-0.6	-1.3
CC(C)(C)NC(=O)C1CC(=O)OC12CCCCC2 (centres undefined)	12.8	-3.8	96.9	2.4	5.7	2.7	-1.1	-12.0	-5.8	-3.0	2.0
Cc1cc(C)cc(OCC(=O)OCC(=O)c2c(N)n(C)c(=O)n(C)c2=O)c1	-9.9	-4.0	101.5	3.8	13.7	5.5	-2.8	8.5	-1.0	13.9	0.4
COCCNC(=O)/C(C#N)=C/c1ccc(OC(=O)c2cccs2)c(OC)c1	-5.6	-7.7	x	0.5	1.7	x	-0.4	-37.9	x	20.6	x
N=c1c(C(=O)NCC2CCCO2)cc2c(=O)n3ccccc3nc2n1Cc1ccc(Cl)cc1 (centres undefined)	-5.8	-9.5	129.7	-0.6	10.7	216.6	-2.1	-8.4	-1.8	3.3	-3.0
Nc1cc(=O)[nH]c(SCC(=O)Nc2nnc(-c3ccccc3)s2)n1	-1.2	-0.2	103.4	4.7	16.3	7.3	-2.8	0.3	2.1	-12.2	-0.2
O=C(OCCCc1cc2ccccc2c(=O)o1)c1ccc2c(c1)OCO2	3.7	-5.0	101.1	2.7	13.1	9.4	-2.9	-12.3	2.0	1.9	-1.3
Cc1ncoc1C(=O)Nc1ccccc1C(N)=O	-0.1	2.8	x	3.0	7.9	-8.0	-1.5	7.0	1.5	-2.3	1.3
O=[N+]([O-])c1ccc(NN=Cc2cccc([N+](=O)[O-])c2)cc1	-3.1	-6.1	86.2	2.2	-13.9	x	2.6	x	x	-0.2	x
Cc1c(OCC(=O)Nc2cccnc2)ccc2c3c(c(=O)oc12)CCC3	-2.3	8.7	x	-0.3	1.4	-20.9	-0.3	10.1	0.5	12.9	-0.1
CCCCC(=O)NC(=S)Nc1c(C)cc(Br)cc1C	-0.9	4.7	83.8	3.6	-35.8	0.7	5.5	-14.0	1.5	0.6	-0.9
Cc1ccc(C)c(N(C(=O)Cn2nnc3ccccc32)C(C(=O)NC(C)(C)C)c2ccsc2)c1 (centres undefined)	1.3	2.1	82.2	1.2	-9.8	-0.6	1.6	-17.8	-0.6	-6.8	-2.1
CC(C)CN(CC(C)C)C(=O)COc1ccccc1C(N)=O	39.4	-14.3	102.4	5.2	10.9	5.3	-2.2	0.2	1.7	6.9	2.4
CCCCN(C(=O)c1cccc(-n2cccc2)c1)c1c(N)n(Cc2ccccc2)c(=O)[nH]c1=O	9.2	5.2	106.9	2.7	12.4	-6.9	-2.3	-8.9	-0.5	2.3	-1.1
Cc1cc(C)c(NC(=O)Cn2c(=O)c3cccn3c3ccccc32)c(C)c1	-6.2	-4.8	95.6	1.4	5.7	-17.9	-1.1	-33.5	3.0	-3.6	1.6
COc1ccccc1OCCSc1nnc(CNC(=O)c2ccco2)n1C	-6.1	-2.4	111.0	0.3	8.1	9.2	-1.5	4.2	2.9	-11.2	2.3
COc1ccc(Cl)cc1NC(=O)CCN1CCOCC1	49.7	-9.8	96.4	1.9	21.0	-0.8	-4.0	11.9	1.0	6.4	1.9
CC1(C)CC(=O)CC(=O)/C1=N\Nc1c(Cl)cc(Cl)cc1Cl	-3.1	-2.7	105.5	2.5	-12.9	13.1	2.4	-28.0	2.2	2.2	1.6
CCCCn1c(N)c(N(CCOC)C(=O)COC(=O)COc2ccc(CC)cc2)c(=O)[nH]c1=O	-2.5	0.0	x	2.7	10.6	-1.6	-1.6	10.6	3.6	11.8	1.6
c1ccc2cc(-c3cc4ccccn4c3)ccc2c1	2.7	4.4	85.6	3.8	-19.1	11.3	3.5	-0.2	-0.1	1.3	-1.8
CCCNC(=O)Nc1cc(S(=O)(=O)CC)ccc1O	-3.2	-7.6	92.4	0.6	13.0	-7.1	-2.5	-0.4	-1.6	4.0	-3.1
Cc1cc(CNC(=O)CC2C(=O)NCCN2Cc2ccccc2C(F)(F)F)nn1C (centres undefined)	-5.3	-16.8	92.5	0.1	21.0	x	-4.1	5.0	-1.1	-7.8	0.2
CCOC(=O)C1CCN(Cc2cnc(Oc3ccc(OC)cc3)s2)CC1	11.3	3.3	98.5	0.8	1.4	17.9	-0.3	12.2	0.3	-9.1	-3.6
O=C(COC(=O)c1nc(Cl)ccc1Cl)NCc1cccs1	8.3	-12.9	105.9	2.7	-32.7	2.2	4.9	-1.2	1.7	5.9	2.8
COc1ccccc1-c1cc(C(F)(F)F)nc(S(C)(=O)=O)n1	-1.0	-8.9	x	4.6	-9.5	x	1.8	2.5	-0.5	2.5	-1.6
CCC(C)(C)NC(=O)CN(Cc1cccs1)C(=O)CNS(=O)(=O)c1ccc(C)cc1	18.6	-2.4	99.0	0.3	11.1	-17.1	-2.1	16.8	-0.5	-1.7	-1.2
Cc1oc(-c2cccs2)nc1CN1CCN(C(C)C)C(CCO)C1 (centres undefined)	-17.1	6.0	101.6	1.1	-5.6	25.8	1.1	9.7	-2.1	-8.4	1.8
